RAD54 branch = blocks human RAD54 Holliday junction branch migration; Q92698; FAM/BHQ fluorescence; inhibition, % at 10.4 µM; hit rate 0.14% among 360,000;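 active = mean normalized replicate activity at least 40 and at least half of replicates scoring 40 or more; inconclusive = only one of the two criteria met; inactive = mean below 40 and under half of replicates reaching 40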;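 also: 0% = median of neutral control wells and 100% = median of positive control wells; inhibitors cause a drop in the FAM fluorescence signal; in these data hits start at about 50%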
Target sequence (Q92698 whole entry, looked up): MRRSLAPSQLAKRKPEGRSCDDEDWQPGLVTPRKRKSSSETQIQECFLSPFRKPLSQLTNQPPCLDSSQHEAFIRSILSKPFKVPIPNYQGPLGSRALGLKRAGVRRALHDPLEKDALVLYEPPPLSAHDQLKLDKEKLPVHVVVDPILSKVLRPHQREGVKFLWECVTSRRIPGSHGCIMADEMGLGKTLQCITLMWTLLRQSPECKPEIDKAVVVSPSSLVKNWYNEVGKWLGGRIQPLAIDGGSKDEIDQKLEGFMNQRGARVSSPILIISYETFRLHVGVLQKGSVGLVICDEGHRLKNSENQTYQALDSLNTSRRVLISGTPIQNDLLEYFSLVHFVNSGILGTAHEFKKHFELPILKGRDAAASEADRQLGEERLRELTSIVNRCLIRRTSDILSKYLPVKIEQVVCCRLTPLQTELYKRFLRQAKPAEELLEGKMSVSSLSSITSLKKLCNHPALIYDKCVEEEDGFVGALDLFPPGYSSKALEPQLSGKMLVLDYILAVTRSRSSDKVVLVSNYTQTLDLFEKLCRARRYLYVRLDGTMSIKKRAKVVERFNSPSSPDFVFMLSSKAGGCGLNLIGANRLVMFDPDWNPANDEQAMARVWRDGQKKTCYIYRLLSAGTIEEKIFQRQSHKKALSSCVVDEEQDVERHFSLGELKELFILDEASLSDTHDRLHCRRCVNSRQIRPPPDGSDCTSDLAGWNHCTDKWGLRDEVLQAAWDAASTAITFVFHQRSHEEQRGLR
esBAF inh = blocks esBAF chromatin remodeling in mouse ES cells; Bmi1-luciferase knock-in reporter, 24 h; 100% = twice the neutral-well signal; reporter increase, % at 12.5 µM; hit rate 2% among 350,000; in the data active = activation above about 40%; inconclusive = no clear call, values can overlap the other calls;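 also: 0% = median of the plate's neutral control wells and 100% = double that signal; a rise in the Bmi1 reporter signal indicates esBAF inhibition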
An asterisk follows results filed as active; ? = inconclusive. The list is partial, so the mix of outcomes need not match the whole.

compound | RAD54 branch | esBAF inh
CCOc1ccccc1C(=O)N(Cc1ccco1)C1CCS(=O)(=O)C1 (centres undefined) | -1.0 | -6.3
Fc1ccc(Sc2cc(Cl)c(-c3ccccc3)nn2)cc1 | 11.9 | -4.0
Cc1ccc(S(=O)(=O)N2CCN(C(=O)N3CCOCC3)C2C(C)C)cc1 (centres undefined) | -6.8 | 1.7
O=C(CN(c1ccc(F)cc1)S(=O)(=O)c1ccc2c(c1)OCCO2)Nc1cccnc1 | 1.6 | -1.2
CC(C)C1CC(=O)NC(SCC(=O)Nc2ccc(Br)cc2)=C1C#N (centres undefined) | -14.1 | 98.9*
O=C(Nc1ccc(NC(=O)C2CCCN2C(=O)OCc2ccccc2)cc1)c1ccco1 (centres undefined) | 6.6 | -7.2
Cc1cc(O)cc2c1C(c1ccc(F)cc1)CC1(CC(C)(C)NC(=S)N1)O2 (centres undefined) | -6.5 | 2.2
Cc1ccc(S(=O)(=O)c2ccccc2)cc1S(=O)(=O)N1CCOCC1 | 2.4 | 3.4
CC(C)(C)c1cc(=O)n2c(nc3ccccc32)[nH]1 | 2.7 | 22.1
COc1ccc(C(=O)NNC(=O)CSc2nnc(COc3ccccc3)n2C)cc1 | 7.9 | -5.7
CN(CC#CCC(c1ccccc1)c1ccccc1)C(C)(C)C | -8.2 | -11.7
CCOC(=O)C1=C(C)NC(=O)C1(NC(=O)c1cccnc1)C(F)(F)F (centres undefined) | -15.5 | -6.7
CCCC(=O)Nn1cnc2c(c1=O)C1(CCCCC1)Cc1ccccc1-2 | -2.9 | -5.3
O=C(CCSc1ccc(Cl)cc1)N1CCCCCC1 | -9.3 | 86.0*
COc1ccc(C)cc1S(=O)(=O)N(C)CC(=O)N1CCN(C)CC1 | -5.9 | -2.5
CCn1c(C(=O)OC)cc2c1ccn2-c1ccc(F)cc1 | 3.3 | 71.3*
Cc1cc2c(=O)n(CC(=O)NCC(=O)N3CCN(Cc4ccccc4)CC3)cnc2s1 | -7.3 | -9.0
COCc1nc2ccccc2n1Cc1ccccc1 | -17.7 | 22.2
O=C(O)CCC(=O)Nc1nc2ccccc2s1 | -5.4 | -5.0
O=C(NCc1ccccn1)c1ccc(/C=N/O)nc1 | -3.5 | -2.3
CCSc1ccc(NC(=O)c2cccnc2)cc1 | -1.0 | 36.8
Cc1ccccc1NC(=O)c1cccc(Cn2cc(Br)c([N+](=O)[O-])n2)c1 | -0.6 | -4.6
CCC(C)C(NC(=O)C(C)NC(=O)CNC(=O)CNC(=O)OCc1ccccc1)C(=O)OC (centres undefined) | 4.9 | -4.9
CCCN(Cc1ccccc1)S(=O)(=O)c1ccc(N2C(=O)CCC2=O)cc1 | 3.5 | -5.3
CC(C)Cn1cc(C(=O)NCC2CCCO2)c2c3ccccc3n(C)c2c1=O (centres undefined) | -3.3 | 12.8
COc1ccc(CCN2C(=O)C(O)=C(C(=O)c3ccco3)C2c2cccs2)cc1OC (centres undefined) | -0.1 | -0.3
Cn1c(N)c(C(=O)COC(=O)CCC(=O)c2cccs2)c(=O)n(C)c1=O | -11.2 | -5.6
O=C(CN1CCC(c2nc3ccccc3[nH]2)CC1)NCc1ccc2c(c1)OCO2 | 4.3 | 5.5
CCOC(=O)c1cc2cc(OC)ccc2[nH]1 | 7.9 | ?
Cc1ccc(C)c(NS(=O)(=O)c2ccc(OCC(=O)N3CCOCC3)cc2)c1 | -1.0 | -0.2
Cc1ccc(C(=O)NCc2ccco2)cc1S(=O)(=O)Nc1cccc(C)c1C | -3.5 | 5.0
CC(C)CN(CC(C)C)C(=O)CC(=O)NC(=O)c1ccc(Cl)cc1 | 8.7 | -13.2
Cc1cc(-c2csc(N)n2)c(C)n1CCc1ccccc1 | -2.8 | -0.3
CC1CC(C)CN(CC(C)(C)NS(=O)(=O)c2ccc(Cl)cc2)C1 (centres undefined) | 10.3 | 0.6
O=C(N/C=C/c1ccc(Cl)cc1)NCc1ccc(Cl)cc1 | -14.7 | -10.8
CCCn1c(=N)c(C(=O)NC2CCCC2)cc2c(=O)n3cccc(C)c3nc21 | 8.8 | -4.6
Cn1c(C(=O)OC(C(=O)NCc2ccco2)c2ccncc2)cc2sccc21 (centres undefined) | -3.7 | 7.5
CCCCSc1nc2sc3c(c2c(=O)[nH]1)CCC3 | -4.7 | 7.6
Cc1cc(C)cc(Oc2cc(NC(=O)c3cn(C)nc3C)cc([N+](=O)[O-])c2)c1 | -17.4 | 4.1
O=C(NCc1cccnc1)/C(=C/c1ccc(-c2cccc(C(F)(F)F)c2)o1)NC(=O)c1ccccc1 | -1.6 | 6.3
Cn1c(SCC(=O)c2ccc3c(c2)OCO3)nnc1-c1ccccn1 | -2.3 | 5.4
COc1cc(/C=N\NC(=O)CN2CCOCC2)ccc1OCC(=O)Nc1ccc(C)c(C)c1 | -2.0 | 13.8
Cc1sc(NC(=O)c2ccco2)c(CN2CCC(C)CC2)c1C | -6.5 | 20.1
CC(C)NC(=O)C1CCN(C(=O)c2ccc(-c3ccccc3)cc2)CC1 | 0.9 | 4.1
C=CCn1c(Cc2ccc(OCC)cc2)nnc1SCC(N)=O | 1.5 | 0.1
Cc1ccc(S(=O)(=O)N2CCN(C(=O)c3c(C)nn(-c4ccccc4)c3Cl)CC2)cc1 | 9.2 | 9.5
CC(C(=O)O)n1c(C(F)(F)F)nc2ccccc21 (centres undefined) | -8.3 | -4.3
CCCc1nc2ccccc2c2nc(N)nn12 | 11.9 | -5.8

Copied from the list:
COc1cc(/C=N\NC(=O)CN2CCOCC2)ccc1OCC(=O)Nc1ccc(C)c(C)c1 in RAD54 branch has -2.0
CC(C)NC(=O)C1CCN(C(=O)c2ccc(-c3ccccc3)cc2)CC1 in esBAF inh has 4.1
CC(C(=O)O)n1c(C(F)(F)F)nc2ccccc21 (centres undefined) in esBAF inh has -4.3

Other entries
compound | RAD54 branch | esBAF inh
CCn1cc(C(=O)Nc2cccc(NC(C)=O)c2)c2cc(OC)c(OC)cc2c1=O | 1.5 | -7.3
O=C(CSc1nc(-c2ccccc2)cs1)NC(=O)NCc1ccco1 | 1.6 | -6.2
C/C=C/c1ccc(Oc2nnnn2-c2ccc(C(N)=O)cc2)c(OC)c1 | -5.0 | 4.0
CC1CCC(NC(=O)c2ccc(CS(=O)(=O)Cc3ccccc3F)o2)CC1 (centres undefined) | -5.1 | 6.2
O=C(CCN1C(=O)c2ccncc2C1=O)NCc1ccc(Cl)cc1 | -3.5 | 2.5
O=C(c1ccc(C#CC2(O)CCCCC2)cc1)N1CCN(Cc2ccccc2)CC1 | -2.1 | -6.9
Cc1ccsc1C=Nc1ccc(O)cc1 | -15.2 | -0.7
CCC(=O)c1ccc(O)c(CC=C(C)C)c1 | -1.0 | -23.6

An excerpt from above in order of molecular weight, lowest first:
compound | RAD54 branch | esBAF inh
O=C(CCSc1ccc(Cl)cc1)N1CCCCCC1 | -9.3 | 86.0*
O=C(CSc1nc(-c2ccccc2)cs1)NC(=O)NCc1ccco1 | 1.6 | -6.2
Cn1c(N)c(C(=O)COC(=O)CCC(=O)c2cccs2)c(=O)n(C)c1=O | -11.2 | -5.6
CCCN(Cc1ccccc1)S(=O)(=O)c1ccc(N2C(=O)CCC2=O)cc1 | 3.5 | -5.3
O=C(NCc1cccnc1)/C(=C/c1ccc(-c2cccc(C(F)(F)F)c2)o1)NC(=O)c1ccccc1 | -1.6 | 6.3

Next section
compound | RAD54 branch | esBAF inh
CCOC(=O)c1cc2c(C)n(-c3ccc(C)cc3)c(C)c2ccc1=O | 2.7 | -19.7
Cc1cc(NC(=O)C2CCCN2C(=O)Nc2c(C)cccc2C)ccc1-n1cnnn1 (centres undefined) | -9.5 | -11.6
Cc1nnc(NC2=NCCC2)s1 | -6.6 | -6.5
Cn1c2ccccc2c2cc(C(=O)NNS(=O)(=O)c3ccc(F)cc3)sc21 | -15.6 | 4.1
CCOC(=O)C1C(=O)CC(C)(O)C(C(=O)OCC)C1c1ccco1 (centres undefined) | -4.1 | -3.9
COC(=O)c1[nH]c(C)c(/C(O)=C2\C(=O)C(=O)N(CCN(C)C)C2c2cccc(OC)c2OC)c1C (centres undefined) | 10.1 | 1.8
Cc1c(N=C/C=C/c2ccccc2)c(=O)n(-c2ccccc2)n1C | 5.1 | 1.3
CCc1ccccc1N1C[C@@]23C=C[C@@H](O2)C(C(=O)OCC(C)C)[C@H]3C1=O (some centres undefined) | 2.0 | -0.5
CCN(CC)S(=O)(=O)c1ccc2oc(SCc3ccc(F)cc3)nc2c1 | -7.7 | 11.7
CN1CCc2c(sc3c2C(=O)NC(c2ccco2)N3)C1 (centres undefined) | -18.6 | 3.7
O=c1c(CN2CCN(Cc3ccccc3)CC2)coc2ccc(Cl)cc12 | -15.5 | 19.3
Cn1c(=O)[nH]c(=O)c2c1nc(CN(Cc1ccccc1)Cc1ccccc1)n2CCN1CCOCC1 | 0.3 | 2.1
CCOC(=O)c1c(C)n(-c2ccc(C)cc2)c2c(CC(C)=O)c(Br)c(OC)c(O)c12 | -15.6 | 1.2
CCn1c(Cn2nnc(-c3ccccc3)n2)nnc1SCC(=O)Nc1ccc(N(C)C)cc1 | 2.9 | -4.2
O=C(NC(Cc1ccccc1)C(=O)O)OCc1ccccc1 (centres undefined) | 0.9 | -1.2
O=C(CCn1c(=O)oc2ccccc21)N1CCN(C(c2ccccc2)c2ccccc2)CC1 | -0.8 | -1.8
CC1=C(C(N)=O)C(c2cccs2)n2nc(-c3cccc(Cl)c3)nc2N1 (centres undefined) | 1.6 | -6.5
CCOc1ccc(NC2=NCCC(=O)N2Cc2cccs2)cc1 | -2.9 | 9.1
CCOc1ccc(Cc2nc(N)nc(N)n2)cc1 | 0.3 | -2.3
O=C(O)C1C2C=CC3(O2)C1C(=O)N1c2ccccc2C2OCCC2C13 (centres undefined) | 4.4 | -5.5
COC(=O)CNC(=O)C1CCN(c2nc(C)cc(C)n2)CC1 | 4.5 | 2.0
COc1ccc(CCNC(=O)C2CCN(Cc3nc(-c4cccc(Cl)c4)oc3C)CC2)cc1OC | -13.5 | 0.6
COc1ccc2c(c1)C(=O)N1[C@H]3c4cc(Br)ccc4OC[C@@H]3[C@H](c3ccccc3)[C@]1(C)C(=O)N2 | 3.7 | -10.0
COc1ccc(Oc2cn[nH]c2-c2ccc(O)cc2O)cc1 | 1.8 | 2.2
COc1ccc(CCNC(=O)CSc2nc3cc(Cl)ccc3o2)cc1OC | 0.2 | -7.3
O=C(O)c1cc(NCc2ccc3c(c2)OCO3)ccc1N1CCOCC1 | -1.4 | -0.2
CC(=O)c1ccc(NC(=O)C2CC(c3ccc(F)cc3)=NO2)cc1 (centres undefined) | 8.8 | 5.7
COC(=O)c1cc(N=Cc2c(O)c3ccccc3oc2=O)cc(C(=O)OC)c1 | -1.3 | 6.6
O=C(C1CCCN(S(=O)(=O)Cc2ccccc2)C1)N1CCc2ccccc21 (centres undefined) | -3.0 | -3.7
Cc1ccc(S(=O)(=O)NCC(=O)NCc2ccncc2)cc1 | -3.7 | -6.0
COc1ccc(OC(C)=O)c(C2c3cc(OC)c(OC)cc3CCN2C(C)=O)c1 (centres undefined) | -3.9 | -1.9
Cc1ccc(NC(=O)C2CCCN(c3ncccn3)C2)cc1F (centres undefined) | -1.9 | 72.6*
CCN(CC(=O)Nc1cccc(C(C)=O)c1)S(=O)(=O)c1ccc(OC)cc1 | 1.1 | -6.8
NC(=O)c1ccccc1NC(=O)/C=C/c1cccc(Cl)c1 | -2.2 | 75.8*
Cc1ccc(NC(=O)c2noc3c2CCCCC3)cc1 | -4.8 | 14.2
CC1CCN(CCc2nc3cc(NC(=O)NC4CCCCC4)ccc3n2C)CC1 | 2.4 | 23.0
NC(=O)c1cccc(-c2ccnc3c2CC(C(=O)Nc2cccc(Oc4ccccc4)c2)O3)c1 (centres undefined) | 3.2 | -0.8
O=C(c1ccc(-n2cnnn2)cc1)N1CCOCC1 | -4.3 | -1.3
CCCCCCSC1=C(C#N)C(c2ccc(O)cc2)CC(=O)N1 (centres undefined) | -12.0 | -0.2
CCCN1CCN(CCCNC(=O)CCNC(=O)Cn2ccc3ccccc3c2=O)CC1 | 5.9 | -2.4
Cn1c(=O)c2c(-c3ccccc3)n(Cc3cccnc3)cc2n(C)c1=O | -0.5 | -5.6
Cc1onc(-c2c(Cl)cccc2Cl)c1C(N)=O | -19.4 | 2.4
Cn1c(=O)oc2cc(S(=O)(=O)N3CCC(C(=O)Nc4ccc(OC(F)(F)F)cc4)CC3)ccc21 | -1.5 | -2.0
COc1ccc(N(CC(=O)NCCC2=CCCCC2)S(C)(=O)=O)cc1 | -1.3 | -2.6
CC(C)=C1SC(N2CCCCC2)=NC1=O | -0.7 | 5.7
COc1ccc(CN(CC2CCCO2)S(=O)(=O)c2ccc(C(=O)O)cc2)cc1OC (centres undefined) | -24.7 | 1.9
O=C(Nc1ccccc1C(=O)N1CCOCC1)c1ccco1 | 7.6 | 0.7
CN1CCC(=NNC(=O)c2ccco2)CC1 | 9.8 | 1.8
CS(=O)(=O)N(CC(=O)NCc1ccncc1)Cc1ccc(Cl)cc1 | -2.5 | 0.8
CCn1c(SCC(=O)Nc2cccc(NC(=O)c3ccco3)c2)nnc1-c1cccs1 | -3.0 | 1.3
O=c1cc(O)nc(SCc2ccc(Cl)cc2)[nH]1 | -3.7 | 3.6
CC(NC(=O)Cn1c(=O)[nH]c2ccsc2c1=O)C12CC3CC(CC(C3)C1)C2 (centres undefined) | -12.0 | -0.2
Cc1ccccc1C(=O)N1CCN(c2ccccn2)CC1 | 0.8 | -2.1
O=C(CN(c1ccc(F)cc1)S(=O)(=O)c1ccc2c(c1)OCCO2)Nc1ccc2c(c1)OCO2 | 4.8 | -5.2
Cc1c(N2C(=O)/C(=C/c3cccc4ccccc34)SC2=S)c(=O)n(-c2ccccc2)n1C | 0.7 | -33.3
CC(C)c1cccc(C(C)C)c1OCCCCN1CCCC1 | -5.6 | 5.2
COCCNC(=O)C1CCCN(Cc2ccccc2F)CC1 (centres undefined) | -6.8 | -4.0

From PubChem BioAssay
